High-throughput results deposited in PubChem by several laboratories.
SRC3 inh: SRC3 coactivator transcriptional activity inhibitors, primary screen, cell-based, luminescence; 360,000 compounds, 0.17% hits; HEK293 GAL4-SRC3 luciferase reporter; inhibition, % at 3.6 µM;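 active = inhibition above a per-campaign cutoff, the mean of all compounds plus 3 SD, cut at about 60% in these data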;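 also: 0% = DMSO-treated cells and 100% = gossypol-treated cells at 36 µM; higher means less SRC3-driven luciferase light from the GAL4 reporter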
TRAIL sens C8: viability loss with TRAIL in NB7+C8 cells, primary screen, TRAIL sensitizer project, cell-based, ATPlite luminescence. inhibition (viability loss, TRAIL sensitization), % at 10 µM. 360,000 compounds, 1% hits;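 active = compounds causing at least 50% loss of cell viability in the single-dose screen, relative to plate controls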
NR2F2 inh: NR2F2 transcriptional activity inhibitors, primary screen, cell-based, luciferase reporter, HEK293T, luminescence. 370,000 compounds, 0.7% hits. inhibition, % at 8.6 µM. HEK293T NGFI-A luciferase reporter. AID 686940, 2013;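 active = inhibition above a per-plate cutoff, mean inhibition of test wells between control levels plus 3 SD, cut at about 38% in these data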;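 also: cells cotransfected with COUP-TFII expression vector driving the NGFI-A reporter; 0% = median of COUP-TF2 test wells and 100% = reporter-only cells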
NR5A2 inv ag: LRH-1 (NR5A2) inverse agonists, primary screen, cell-based, luminescence, HEK293T, StAR-luciferase reporter; AID 602396, 2012; LRH-1 transfected, 24 h; inhibition, % at 3.6 µM; Nuclear receptor subfamily 5 group A member 2 (Homo sapiens), O00482; 360,000 compounds, 0.13% hits;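 active = inhibition above the mean inhibition of all tested compounds plus 3 SD, cut at about 73% in these data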;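 also: 0% = DMSO wells and 100% = reporter-only cells lacking LRH-1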
TROY NFkB inh: inhibitors of TROY-driven NF-kB signaling, primary screen, Q293 LMP1-TROYcd cells, NF-kB luciferase, uHTS; AID 1347056, 2019; Q293 LMP1-TROYcd NF-kB luciferase reporter, 4 h; inhibition, % at 10 µM; 360,000 compounds, 0.98% hits;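 active = compounds whose plate-normalised and pattern-corrected inhibition of the luciferase reporter signal at the single screening dose is 50% or more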
NCOA1 inh: SRC1 coactivator transcriptional activity inhibitors, primary screen, cell-based, luminescence; HEK293 GAL4-SRC1 luciferase reporter; inhibition, % at 3.6 µM; 360,000 compounds, 0.12% hits; AID 588354, 2011;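 active = inhibition above the campaign mean plus 3 SD, with each screening campaign given its own cutoff, cut at about 60% in these data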;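 also: 0% = DMSO treated cells and 100% = gossypol at 36 µM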
CF NFkB block: inhibitors of PAF-induced NF-kB signaling, primary screen, cell-based, GFP fluorescence, uHTS; KKLEB NF-kB-GFP reporter, GFP fluorescence overnight; inhibition, % at 5 µM; 360,000 compounds, 0.86% hits; AID 588850, 2011;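 active = at least 50% inhibition at 5 µM, scaled per plate between neutral and stimulator controls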;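 also: PAF is a Pseudomonas aeruginosa culture filtrate used as stimulus; plate controls were PAF-stimulated DMSO wells for no effect and unstimulated DMSO wells for full effect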
TWEAK-Fn14 inh: inhibitors of TWEAK-Fn14 signaling, primary screen, luciferase reporter cells, uHTS. TWEAK-stimulated Fn14 reporter cells, luciferase luminescence, 8 h. inhibition, % at 10 µM. 360,000 compounds, 2% hits; in the data active = inhibition above about 50%
NCOA2 inhibitor: inhibition of GAL4-SRC2 driven luciferase reporter, primary screen, SRC2 inhibitor project, cell-based, luminescence. Nuclear receptor coactivator 2 (Homo sapiens), Q15596. HEK293 GAL4-SRC2 luciferase reporter. inhibition, % at 9 µM. 370,000 compounds, 0.17% hits. AID 651957, 2012;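 active = inhibition above the mean inhibition of all tested compounds plus 3 SD, set per campaign, cut at about 52% in these data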;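 also: 0% = DMSO treated cells and 100% = cells given Gossypol at 36 µM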
Target sequence (Q15596 whole entry, looked up, the tested form may be a part): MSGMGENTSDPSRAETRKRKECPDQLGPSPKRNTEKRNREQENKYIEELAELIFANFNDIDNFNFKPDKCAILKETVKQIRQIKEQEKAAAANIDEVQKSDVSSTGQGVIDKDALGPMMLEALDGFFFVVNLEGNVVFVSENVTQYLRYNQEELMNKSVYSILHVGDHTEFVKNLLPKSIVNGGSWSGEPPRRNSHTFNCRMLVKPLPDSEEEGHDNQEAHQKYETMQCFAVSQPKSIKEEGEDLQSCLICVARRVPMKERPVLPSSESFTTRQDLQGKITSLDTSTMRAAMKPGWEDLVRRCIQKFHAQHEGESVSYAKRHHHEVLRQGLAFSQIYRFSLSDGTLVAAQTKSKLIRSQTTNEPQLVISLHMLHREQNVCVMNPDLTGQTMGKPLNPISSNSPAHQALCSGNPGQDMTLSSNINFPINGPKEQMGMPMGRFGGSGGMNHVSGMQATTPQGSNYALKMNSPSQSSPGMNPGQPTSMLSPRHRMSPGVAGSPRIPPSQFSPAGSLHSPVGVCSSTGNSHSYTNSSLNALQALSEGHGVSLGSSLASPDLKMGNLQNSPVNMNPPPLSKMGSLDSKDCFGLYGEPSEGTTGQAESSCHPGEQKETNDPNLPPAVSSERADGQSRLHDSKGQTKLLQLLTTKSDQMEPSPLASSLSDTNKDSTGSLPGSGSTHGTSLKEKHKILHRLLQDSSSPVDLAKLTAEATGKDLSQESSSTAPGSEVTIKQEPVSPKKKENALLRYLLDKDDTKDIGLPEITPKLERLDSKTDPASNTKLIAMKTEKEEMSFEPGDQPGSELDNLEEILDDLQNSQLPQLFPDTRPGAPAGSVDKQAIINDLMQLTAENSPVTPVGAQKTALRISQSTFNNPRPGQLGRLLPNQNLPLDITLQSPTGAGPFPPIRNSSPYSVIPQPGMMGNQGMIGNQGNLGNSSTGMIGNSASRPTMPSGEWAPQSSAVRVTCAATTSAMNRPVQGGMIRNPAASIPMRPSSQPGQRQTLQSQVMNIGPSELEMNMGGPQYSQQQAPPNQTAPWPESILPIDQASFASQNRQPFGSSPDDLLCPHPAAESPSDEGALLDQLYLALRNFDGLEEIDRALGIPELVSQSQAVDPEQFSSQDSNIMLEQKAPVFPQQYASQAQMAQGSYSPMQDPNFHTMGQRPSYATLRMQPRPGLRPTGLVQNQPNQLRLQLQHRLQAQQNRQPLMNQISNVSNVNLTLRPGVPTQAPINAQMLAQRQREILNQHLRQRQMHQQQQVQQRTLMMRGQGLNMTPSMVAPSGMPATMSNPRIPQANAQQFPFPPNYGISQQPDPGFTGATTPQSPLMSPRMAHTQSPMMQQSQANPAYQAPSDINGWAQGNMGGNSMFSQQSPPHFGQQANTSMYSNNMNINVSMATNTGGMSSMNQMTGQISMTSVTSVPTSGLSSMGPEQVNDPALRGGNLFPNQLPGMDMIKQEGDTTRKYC
EBV LMP1 NFkB: EBV LMP1-driven NF-kappaB luciferase reporter inhibitors, primary screen, cell-based, luminescence, single point; AID 504558, 2011; 350,000 compounds, 0.69% hits; LMP1-induced NF-kappaB luciferase reporter cells; inhibition, % at 12.5 µM; in the data active = inhibition above about 41%;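 also: 0% = neutral control wells and 100% = reference inhibitor control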
KKLEB cytotox: cytotoxicity in KKLEB CF airway cells, primary screen, cytotoxicity control for CF NF-kB inhibitor project, cell-based, uHTS, fluorescence assay plates; 360,000 compounds, 0.36% hits; AID 602141, 2011; KKLEB CF airway cells viability, ATPlite luminescence, overnight; hits give low values; cells stimulated with P. aeruginosa culture filtrate; activity change (cytotoxicity), % at 5 µM;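 active = corrected activity change at or below -50% at 5 µM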
* = called active by the depositor.

Screening COc1ccc(S(=O)(=O)N(C)C[C@@H]2Oc3c(NS(C)(=O)=O)cccc3C(=O)N([C@@H](C)CO)C[C@H]2C)cc1 returned SRC3 inh 18, TRAIL sens C8 -3, NR2F2 inh -6, NR5A2 inv ag 28, TROY NFkB inh -8, NCOA1 inh -8, CF NFkB block -4, TWEAK-Fn14 inh 2, NCOA2 inhibitor -39, EBV LMP1 NFkB -11 and KKLEB cytotox -8.
`Cc1cc(NC(=O)CC(F)(F)F)n(-c2ccccc2)n1` gave SRC3 inh -2, TRAIL sens C8 -1, NR2F2 inh 7, NR5A2 inv ag 7, TROY NFkB inh 3, NCOA1 inh 5, CF NFkB block -4, TWEAK-Fn14 inh -12, NCOA2 inhibitor 7, EBV LMP1 NFkB 0 and KKLEB cytotox 12.
CSc1ccc(CN(C)CC(=O)Nc2ccc(NC(C)=O)cc2)cc1 was read as SRC3 inh -3, TRAIL sens C8 7, NR2F2 inh 4, NR5A2 inv ag -13, TROY NFkB inh -28, NCOA1 inh 1, CF NFkB block -2, TWEAK-Fn14 inh -16, NCOA2 inhibitor 3, EBV LMP1 NFkB -4 and KKLEB cytotox 2.
`COc1ccc(OC(C)C(=O)Nc2ccccc2C(F)(F)F)cc1` (stereo unspecified) gave SRC3 inh 21, TRAIL sens C8 19, NR2F2 inh -8, NR5A2 inv ag 13, TROY NFkB inh 0, NCOA1 inh -22, CF NFkB block 4, TWEAK-Fn14 inh 6, NCOA2 inhibitor -18, EBV LMP1 NFkB 0 and KKLEB cytotox -4.
Screening COc1ccc(C(=O)NCc2nnc(SCC(=O)Nc3cccc(C(F)(F)F)c3)o2)cc1OC returned SRC3 inh 10, TRAIL sens C8 -1, NR2F2 inh 5, NR5A2 inv ag -6, TROY NFkB inh 16, NCOA1 inh -3, CF NFkB block 4, TWEAK-Fn14 inh -3, NCOA2 inhibitor 17, EBV LMP1 NFkB 1 and KKLEB cytotox 0.
Screening CCNc1nc(Oc2ccc(=O)n(C)n2)nc(N2CCOCC2)n1 returned SRC3 inh 5, TRAIL sens C8 -13, NR2F2 inh -16, NR5A2 inv ag 2, NCOA1 inh -5, CF NFkB block -3, TWEAK-Fn14 inh 6, NCOA2 inhibitor -3, EBV LMP1 NFkB 0 and KKLEB cytotox -7.
`O=C(OCC(=O)N1CCOCC1)c1cc(F)c(F)cc1Cl` gave SRC3 inh 17, TRAIL sens C8 -10, NR2F2 inh 11, NR5A2 inv ag 4, TROY NFkB inh -17, NCOA1 inh 7, CF NFkB block -4, TWEAK-Fn14 inh -12, NCOA2 inhibitor -29, EBV LMP1 NFkB 0 and KKLEB cytotox -4.
Screening CC(C)(C)c1nn2cnnc2n(/N=C/c2ccccc2)c1=O returned SRC3 inh -5, TRAIL sens C8 3, NR2F2 inh -2, NR5A2 inv ag -4, TROY NFkB inh -15, NCOA1 inh 6, CF NFkB block -2, TWEAK-Fn14 inh 18, NCOA2 inhibitor -4, EBV LMP1 NFkB -8 and KKLEB cytotox 5.
Screening COc1ccccc1C(=O)Nc1ccc2c(c1)OCO2 returned SRC3 inh -145, TRAIL sens C8 6, NR2F2 inh -45, NR5A2 inv ag -85, TROY NFkB inh -39, NCOA1 inh -101, CF NFkB block -13, TWEAK-Fn14 inh -31, NCOA2 inhibitor -27, EBV LMP1 NFkB -41 and KKLEB cytotox -3.
For COCCn1nnnc1C(c1ccc(Cl)cc1)N1CCSCC1 (stereo unspecified) the results were SRC3 inh -11, TRAIL sens C8 5, NR2F2 inh -16, NR5A2 inv ag 6, TROY NFkB inh -2, NCOA1 inh -11, CF NFkB block -17, TWEAK-Fn14 inh -12, NCOA2 inhibitor -11, EBV LMP1 NFkB 0 and KKLEB cytotox 8.
For O=C1C(Cl)=C(Nc2ccc(O)cc2)C(=O)c2ccccc21 the results were SRC3 inh 8, TRAIL sens C8 89*, NR2F2 inh -13, NR5A2 inv ag 12, TROY NFkB inh 64*, NCOA1 inh 2, CF NFkB block 108*, TWEAK-Fn14 inh 9, NCOA2 inhibitor -13, EBV LMP1 NFkB 61* and KKLEB cytotox -82*.
`COc1cc(/C=C/c2cccc[n+]2C)ccc1OCC(=O)Nc1cccc(Cl)c1` gave SRC3 inh -8, TRAIL sens C8 -6, NR2F2 inh -2, NR5A2 inv ag -20, TROY NFkB inh -14, NCOA1 inh -20, CF NFkB block -4, TWEAK-Fn14 inh 1, NCOA2 inhibitor -29, EBV LMP1 NFkB 5 and KKLEB cytotox 1.
Screening C=C(C)CN1C(=O)C(O)(CC(=O)c2ccc3c(c2)OCCO3)c2ccccc21 (stereo unspecified) returned SRC3 inh -5, TRAIL sens C8 8, NR2F2 inh 2, NR5A2 inv ag -9, TROY NFkB inh 19, NCOA1 inh 1, CF NFkB block -8, TWEAK-Fn14 inh -18, NCOA2 inhibitor -15, EBV LMP1 NFkB 1 and KKLEB cytotox -3.
For CCOC(=O)Cn1c2ccccc2c2nc(C)sc21 the results were SRC3 inh 3, TRAIL sens C8 0, NR2F2 inh 4, NR5A2 inv ag -1, TROY NFkB inh -2, NCOA1 inh 13, CF NFkB block 6, TWEAK-Fn14 inh -12, NCOA2 inhibitor -6, EBV LMP1 NFkB 2 and KKLEB cytotox 14.
`Nc1cc(=O)[nH]c(SCC(=O)Nc2cccc([N+](=O)[O-])c2)n1` gave SRC3 inh -3, TRAIL sens C8 -17, NR2F2 inh -14, NR5A2 inv ag 12, TROY NFkB inh -5, NCOA1 inh -10, CF NFkB block -2, TWEAK-Fn14 inh -11, NCOA2 inhibitor 0, EBV LMP1 NFkB 0 and KKLEB cytotox -11.
`Cc1ccc(Nc2nnc(SCC(=O)NCCN3C(=O)CSC3=O)s2)cc1C` gave SRC3 inh -35, TRAIL sens C8 53*, NR2F2 inh -24, NR5A2 inv ag -53, TROY NFkB inh -35, NCOA1 inh -46, CF NFkB block -1, TWEAK-Fn14 inh -6, NCOA2 inhibitor -9, EBV LMP1 NFkB -17 and KKLEB cytotox -5.
Screening O=C(N/N=C/c1cc(Br)cc(Br)c1O)c1cccc(S(=O)(=O)N2CCOCC2)c1 returned SRC3 inh -8, TRAIL sens C8 2, NR2F2 inh -1, NR5A2 inv ag 1, TROY NFkB inh 24, NCOA1 inh 13, CF NFkB block 40, TWEAK-Fn14 inh 4, NCOA2 inhibitor 12, EBV LMP1 NFkB 27 and KKLEB cytotox -8.
`COc1cccc(C(C)=NNc2ccc([N+](=O)[O-])cc2[N+](=O)[O-])c1OC` gave SRC3 inh -2, TRAIL sens C8 5, NR2F2 inh -2, NR5A2 inv ag -18, TROY NFkB inh 0, NCOA1 inh 10, CF NFkB block -5, TWEAK-Fn14 inh -2, NCOA2 inhibitor -1, EBV LMP1 NFkB 6 and KKLEB cytotox -11.
`NC(=O)c1ccsc1NC(=O)COC(=O)[C@@H]1CCCN1C(=O)c1cccs1` gave SRC3 inh -5, TRAIL sens C8 22, NR2F2 inh 11, NR5A2 inv ag -2, TROY NFkB inh -1, NCOA1 inh 4, CF NFkB block 8, TWEAK-Fn14 inh 16, NCOA2 inhibitor -7, EBV LMP1 NFkB 3 and KKLEB cytotox -15.
Screening CC1CCN(C(=O)c2ccc(NS(C)(=O)=O)cc2)CC1 returned SRC3 inh 12, TRAIL sens C8 0, NR2F2 inh -5, NR5A2 inv ag 14, TROY NFkB inh -28, NCOA1 inh -13, CF NFkB block -14, TWEAK-Fn14 inh 18, NCOA2 inhibitor -8, EBV LMP1 NFkB -2 and KKLEB cytotox -5.
Cc1cccc(NC(=S)NCc2ccc3[nH]c4c(c3c2)CCCC4)c1 was read as SRC3 inh 13, TRAIL sens C8 10, NR2F2 inh 7, NR5A2 inv ag 14, TROY NFkB inh 64*, NCOA1 inh -11, CF NFkB block -1, TWEAK-Fn14 inh 71*, NCOA2 inhibitor 11, EBV LMP1 NFkB -17 and KKLEB cytotox 8.
O=C(Cc1ccc([N+](=O)[O-])cc1)Nc1ccc2c(c1)OCO2 was read as SRC3 inh -14, TRAIL sens C8 -7, NR2F2 inh 1, NR5A2 inv ag -7, TROY NFkB inh 13, NCOA1 inh -20, CF NFkB block 0, TWEAK-Fn14 inh 12, NCOA2 inhibitor 1, EBV LMP1 NFkB 9 and KKLEB cytotox 14.
CC(NC(=O)c1ccc2ccccc2n1)c1ccc(S(N)(=O)=O)cc1 (stereo unspecified) was read as SRC3 inh -22, TRAIL sens C8 5, NR2F2 inh -14, NR5A2 inv ag 21, TROY NFkB inh 8, NCOA1 inh -15, CF NFkB block -14, TWEAK-Fn14 inh -14, NCOA2 inhibitor -15, EBV LMP1 NFkB -9 and KKLEB cytotox 4.
Screening Cc1nc(C)c(-c2ccccc2)c(=O)[nH]1 returned SRC3 inh 14, TRAIL sens C8 -5, NR2F2 inh -7, NR5A2 inv ag 21, TROY NFkB inh -8, NCOA1 inh -14, CF NFkB block 6, TWEAK-Fn14 inh 3, NCOA2 inhibitor -13, EBV LMP1 NFkB -6 and KKLEB cytotox -3.
`COc1ccc(NC(=O)C[C@H]2C(=O)N(CCc3ccccc3)C[C@@H]2CSC)cc1` gave SRC3 inh -13, TRAIL sens C8 -3, NR2F2 inh -10, NR5A2 inv ag 17, TROY NFkB inh 14, NCOA1 inh 8, CF NFkB block -4, TWEAK-Fn14 inh 1, NCOA2 inhibitor 0, EBV LMP1 NFkB -2 and KKLEB cytotox -1.
CCOC(=O)c1sc2ncn(/N=C/c3ccc(O)cc3)c(=O)c2c1C was read as SRC3 inh 5, TRAIL sens C8 -3, NR2F2 inh 7, NR5A2 inv ag 2, TROY NFkB inh -2, NCOA1 inh -11, CF NFkB block 5, TWEAK-Fn14 inh 0, NCOA2 inhibitor -9, EBV LMP1 NFkB 2 and KKLEB cytotox 0.
Screening CCOc1ccccc1N=Cc1c(O)c2ccccc2oc1=O returned SRC3 inh 10, TRAIL sens C8 -2, NR2F2 inh -33, NR5A2 inv ag -4, TROY NFkB inh -27, NCOA1 inh 3, CF NFkB block 14, TWEAK-Fn14 inh 27, NCOA2 inhibitor 0, EBV LMP1 NFkB -8 and KKLEB cytotox 7.
For Cc1nn(-c2ccccn2)c2nc(-c3cccs3)cc(C(=O)N3CCOCC3)c12 the results were SRC3 inh 21, TRAIL sens C8 6, NR2F2 inh 2, NR5A2 inv ag -2, TROY NFkB inh 8, NCOA1 inh -5, CF NFkB block -19, TWEAK-Fn14 inh 6, NCOA2 inhibitor 19, EBV LMP1 NFkB 4 and KKLEB cytotox 1.
